# Screening results (PubChem)
# CHO parental Ca = signal in parental CHO cells, OX1R antagonist counter-screen | 330,000 compounds, 0.63% hits | AID 463079 | inhibition, % at 5.6 µM | parental CHO-K1, ATP-induced calcium, Fluo-8 fluorescence;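 active means inhibition above that plate's mean sample inhibition plus 3 SD, cut at about 26% in these data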;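 further: 0% = ATP-challenged DMSO wells and 100% = DMSO wells without ATP; some compounds past the cut are filed as inactive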
#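 material = parental CHO cells | also added = ATP as calcium-mobilizing challenge | dosing = single point at 5.6 µM | detection = intracellular calcium via Fluo-8 no-wash fluorescent dye | read-out = % inhibition | benchmarks = low control ATP plus DMSO, high control DMSO only | repeats = one well per compound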
# M1 PAM parental = nonselective activator or artifact in parental CHO-K1 calcium assay. AID 602247. ATP EC20, Fluo-8 calcium fluorescence; 0% at ATP EC20, 100% at ATP max. activation, % at 3 µM. 360,000 compounds, 0.02% hits;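 active means activation above the run cutoff, the mean activation of all test compounds plus 3 SD, cut at about 40% in these data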;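 further: peak over basal fluorescence ratio in a 140 s read after ATP addition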
# V1R ag counter = V1a receptor agonism, counter-screen for OXTR agonists; P37288; CHO-V1R cells, Fluo-8 calcium fluorescence, agonist mode; 0% DMSO, 100% 3 nM vasopressin; activation, % at 3 µM; 320,000 compounds, 0.25% hits; AID 2797;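 active means activation above the mean activation of all tested compounds plus 3 SD, per screening run, cut at about 20% in these data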;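 further: signal is peak over basal fluorescence ratio across a 100 second FLIPR read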
# Target sequence (P37288 whole entry, looked up): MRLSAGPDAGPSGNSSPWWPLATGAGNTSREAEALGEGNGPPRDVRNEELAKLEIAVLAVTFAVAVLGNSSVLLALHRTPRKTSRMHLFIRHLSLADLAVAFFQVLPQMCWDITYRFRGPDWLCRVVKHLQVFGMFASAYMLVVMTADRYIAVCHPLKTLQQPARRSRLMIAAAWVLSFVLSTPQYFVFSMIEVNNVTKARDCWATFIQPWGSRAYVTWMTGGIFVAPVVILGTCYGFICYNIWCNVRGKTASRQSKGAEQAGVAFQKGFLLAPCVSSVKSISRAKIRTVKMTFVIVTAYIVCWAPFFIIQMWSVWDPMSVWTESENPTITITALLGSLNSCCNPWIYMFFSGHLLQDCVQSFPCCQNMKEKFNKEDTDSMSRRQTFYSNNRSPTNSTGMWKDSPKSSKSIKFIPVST
# TAAR1 antag = human TAAR1 antagonism; CHO RD-HGA16 TAAR1, Fluo-8 calcium fluorescence, antagonist; inhibition, % at 3 µM; 360,000 compounds, 1.5% hits; AID 624466;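 active means inhibition above a per-plate cutoff, the mean inhibition of test compounds on that plate plus 3 SD, cut at about 49% in these data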;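 further: 0% = DMSO plus EC80 beta-PEA response and 100% = DMSO alone without agonist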
# Target sequence (Q96RJ0 whole entry, looked up): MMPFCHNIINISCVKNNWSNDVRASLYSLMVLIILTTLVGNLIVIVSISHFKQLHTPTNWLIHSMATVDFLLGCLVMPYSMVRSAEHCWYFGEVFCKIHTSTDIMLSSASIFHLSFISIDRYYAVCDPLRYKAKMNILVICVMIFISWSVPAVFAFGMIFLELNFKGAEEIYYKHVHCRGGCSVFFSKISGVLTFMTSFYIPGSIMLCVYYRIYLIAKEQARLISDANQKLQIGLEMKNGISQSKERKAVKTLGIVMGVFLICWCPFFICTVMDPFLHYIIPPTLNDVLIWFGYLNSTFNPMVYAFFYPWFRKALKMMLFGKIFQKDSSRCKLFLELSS
#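 Assay system: CHO-derived RD-HGA16 cells stably expressing human TAAR1 plus Gα16. Timing: 140 s kinetic read after compound, 140 s after agonist. Technique: kinetic Fluo-8 calcium fluorescence measurement. Measure: % inhibition of agonist calcium response.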
# M1 ag parental = M1 agonist counterscreen hit in parental CHO-K1 cells. AID 602248. Fluo-8 calcium fluorescence; scaled to maximal ATP response, vehicle zero. activation, % at 3 µM. 360,000 compounds, 0.48% hits; in the data active means activation above about 15%;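 further: untransfected CHO-K1 host cells lacking M1 receptor as counterscreen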
# OXTR ag = agonists of human oxytocin receptor. P30559. CHO-OTR cells, Fluo-8 calcium fluorescence; normalized: DMSO 0%, oxytocin 100%. activation, % at 3 µM. 320,000 compounds, 0.32% hits. AID 2435;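 active means activation above the mean of all tested compounds plus 3 SD, cutoff set per screening run, cut at about 20% in these data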;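 further: peak over basal fluorescence ratio from a 100 s FLIPR kinetic read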
# OXTR potentiator = potentiators of human oxytocin receptor | 320,000 compounds, 0.061% hits | AID 2445 | CHO-OTR cells, Fluo-8 calcium fluorescence, potentiator mode; 0% = oxytocin EC15, 100% = EC100 | activation, % at 3 µM;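 active means activation above that plate's cutoff, the mean activation of tested compounds plus 3 SD, cut at about 6.6% in these data, passing the limit was not always enough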;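 further: 100% uses oxytocin at 75 nM as the full agonist control; some results filed as inactive read as strong as hits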
#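 System: human OTR in CHO cells / Also added: sub-maximal oxytocin, roughly EC15 / Control set: EC15 oxytocin low, 75 nM oxytocin high / Schedule: 6 min compound pre-incubation at room temperature, 100 s kinetic read / Compound: single-point 3.0 µM / Replication: singlicate / Technique: Fluo-8 calcium dye fluorescence / Read-out basis: % activation of max/min ratio relative to oxytocin controls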
# GPR7 antagonist = blocks human GPR7 receptor signaling | P48145 | GPR7-expressing cells, fluorescence antagonist assay | inhibition, % at 4.4 µM | 290,000 compounds, 1.1% hits | AID 1861; in the data active means inhibition above about 16%, passing the limit was not always enough;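 further: cells stimulated with the agonist NPW; 0% = agonist with vehicle and 100% = vehicle without agonist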
# Target sequence (P48145 whole entry, looked up): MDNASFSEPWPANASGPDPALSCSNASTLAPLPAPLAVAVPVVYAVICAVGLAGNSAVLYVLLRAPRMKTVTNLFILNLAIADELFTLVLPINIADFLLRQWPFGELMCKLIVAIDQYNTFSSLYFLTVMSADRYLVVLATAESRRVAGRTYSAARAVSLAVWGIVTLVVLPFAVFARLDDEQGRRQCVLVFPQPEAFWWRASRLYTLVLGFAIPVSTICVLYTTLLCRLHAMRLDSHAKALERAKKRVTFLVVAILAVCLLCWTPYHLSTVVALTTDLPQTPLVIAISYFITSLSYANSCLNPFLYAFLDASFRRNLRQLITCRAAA
# CHO-K1 Ca antag = counter-screen for M1 antagonists: effect in parental CHO-K1 cells; ATP-induced calcium, Fluo-8 fluorescence; inhibition, % at 3 µM; 360,000 compounds, 0.6% hits; AID 602250;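 active means inhibition above a per-plate cutoff, the plate's mean sample inhibition plus 3 SD, cut at about 24% in these data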;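 further: 0% = DMSO plus EC80 ATP and 100% = DMSO alone without ATP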
# The depositor's hits bear a star; nt = not tested or not shown; & = joins results of further samples.
SMILES,CHO parental Ca,M1 PAM parental,V1R ag counter,TAAR1 antag,M1 ag parental,OXTR ag,OXTR potentiator,GPR7 antagonist,CHO-K1 Ca antag
CSc1ccc(CN2CCN(C(=O)CC(C)C)CC2)cc1,-7,-13,1.8,-20,0.9,1.4,-14,1,8
C[C@H]1CN([C@@H](C)CO)C(=O)CCCn2nncc2CO[C@H]1CN(C)S(=O)(=O)c1cccc(C#N)c1,nt,6,nt,0,0.6,nt,nt,nt,-7
O=C(c1cn(-c2ccccc2)nc1-c1cccs1)N1CCN(c2ccccn2)CC1,-20,5,-0.2,49*,3.1,-1.9,-5,-1,-3
CN1CCN(CC(=O)Nc2sc3c(c2C(=O)Nc2ccccc2)CCCC3)CC1,-19,9,0.1,0,1.4,1.1,3,-5,-1
Nn1c(CSc2ccccn2)nc2ccccc2c1=O,4,-4,1.3,0,0.5,1.6,-8,-7,-1
CC(=O)Nc1ccc(S(=O)(=O)NCCC(=O)Nc2ccc(C)c(F)c2)cc1,-9,-4,-0.3,-12,0.0,-0.3,4,-3,-12
COc1ccc(N2CCN(c3nc(=S)n(-c4ccccc4)c(C)c3C(C)=O)CC2)cc1,-15,12,1.6,8,0.2,2.6,-4,3,-7
O=C(CN1CCC(C(=O)c2cccc(Cl)c2)CC1)Nc1cccc(C(=O)O)c1,4,4,1.5,25,14,0.2,5,3,9
CCCCN1C(=O)C(CC(=O)NCC2CCCCC2)CC(C(=O)N2CCCCCC2)=C1C (stereo unspecified),nt,-12,nt,-19,-0.2,nt,nt,nt,-4
COc1ccc(-c2c(=O)n(OCc3ccccn3)c3ccccc3[n+]2[O-])cc1OC,-16,17,0.8,7,1.2,0.2,-2,3,-4
COc1ccc(CCNC(=O)Cn2c(=O)n(Cc3ccco3)c(=O)c3ccc(Cl)cc32)cc1OC,nt,19,nt,4,0.3,nt,nt,1,-8
C/C(=N\NC(=O)CNc1cccc(Cl)c1C)C1CC1,8,10,-0.3,15,0.3,0.2,-13,-9,-17
Cc1cc(C)cc(OCC(=O)NCc2cc(C)nc3ccccc23)c1,-24,6,1.8,-6,2.0,-2.2,-14,-15,1
O=C1COc2cccnc2N1,3,14,-0.1,15,0.4,0.3,-5,-4&-10,-3
CCOC(=O)C1=C(COC(=O)[C@H](C)NS(=O)(=O)c2ccccc2F)NC(=O)NC1C (stereo partly specified),-18,15,-0.7,-22,0.1,0.5,-8,nt,-14
CS(=O)(=O)c1ccc(-c2nnn(CC(N)=O)n2)cc1,-1,5,0.0,-5,0.8,0.2,-1,-3,-15
Cc1ccccc1OCC(=O)OCC(=O)c1c[nH]c2ccccc12,-8,14,0.9,17,3.2,2.0,-7,nt,-6
CCOc1ccccc1C(=O)Nc1ccc(-n2nncc2C(C)(C)C)cc1,-13,9,0.5,-35,0.7,1.8,2,1,-12
O=[N+]([O-])c1ccc(NN=C(Oc2ccccc2)c2ccc([N+](=O)[O-])cc2)cc1,nt,-2,nt,5,1.4,nt,nt,nt,8
Cc1cc(NC(=O)CCCC(=O)N(c2ccccc2)C(C(=O)NC2CCCCC2)c2cccs2)no1 (stereo unspecified),-27,13,-1.1,-5,-0.2,-1.1,-12,-13,-10
COc1ccc(CNS(=O)(=O)CCNC(=O)c2ccccc2)cc1,12,-13,-1.6,1,-0.1,-0.9,-6,nt,10
CCCn1c(C)cc(C(=O)CSc2nc3ccccc3c(=O)n2Cc2ccco2)c1C,-17,7,-0.3,-2,0.4,-1.7,-1,-3,-5
O=C(Nc1cc([N+](=O)[O-])ccc1Cl)C(Sc1ccccc1)c1ccccc1 (stereo unspecified),-11,3,-0.3,22,0.4,-1.9,-11,-3,-1
COc1ccc(Cc2n[nH]c(=S)n2N)cc1OC,-2,-2,0.6,-8,0.4,-0.4,1,-3,-16
COc1ccc(-c2csc(C(C)(NC(C)=O)c3ccccc3)n2)cn1 (stereo unspecified),nt,-4,nt,-6,0.0,nt,nt,nt,-6
Cc1c2c([n+]3n1CCC3)CC(C)(C)CC2=O,3,-12,0.4,-20,0.1,0.4,-2,-6,9
CC(SCC(=O)Nc1ccc(S(=O)(=O)N2CCCCC2)cc1)C(=O)O (stereo unspecified),-17,18,0.1,-20,-0.1,0.2,-20,19*,-13
CC1=C(C(=O)OCc2ccccc2)C(c2ccc(Br)cc2)NC(=O)N1CCCC(=O)O (stereo unspecified),-6,nt,0.6,7,nt,1.2,-1,-10,nt
CN(CC(=O)Nc1ccc(F)cc1)C(=O)COC(=O)CCN1C(=O)C2CC=CCC2C1=O (stereo unspecified),-1,-6,-0.7,-11,0.3,-0.4,0,-20,7
COc1cccc(COC(=O)C2CCN(S(=O)(=O)c3ccc(Cl)cc3)CC2)c1OC,-8,-10,1.3,10,0.7,0.4,-12,nt,-7
OC(c1ccc(F)c(F)c1)c1nc(-c2csc3ccccc23)cs1 (stereo unspecified),nt,-13,nt,-17,-0.2,nt,nt,nt,4
CCOc1ccc(N(Cc2nnc3n2CCCCC3)C(=O)Nc2cccc(C)c2)cc1,-2,24,0.6,-21,0.6,0.2,-3,-8,-18
O=C(Nc1ccc(C(=O)O)cc1)/C(=C\C=C\c1ccccc1)NC(=O)c1ccc(Br)cc1,-5,-3,-0.6,7,-0.3,1.1,9,4,-2
O=C(COC(=O)C1=COCCO1)Nc1ccc2c(c1)OCO2,4,5,1.7,-10,-0.3,0.0,-13,-10,8
O=c1/c(=C\c2cccn2-c2ccccc2)sc2nc3ccccc3n12,nt,4,nt,7,0.2,nt,nt,-5,-3
COc1cc(/C=C/C(=O)OCC(=O)NCCCc2ccccc2)ccc1O,-16,6,-0.7,23,0.9,0.9,-9,nt,-7
Cc1ccc(N2C(=O)C3C4C=CC(CNC(=S)N5CCN(c6ccccn6)CC5)(O4)C3C2=O)cc1 (stereo unspecified),-23,22,0.4,-6,0.7,-0.2,-3,-3,-16
COc1cc(C(=O)NCC(=O)N/N=C(/C)c2ccc3c(c2)CCCC3)cc(OC)c1OC,-13,-12,0.3,23,-0.2,-1.9,-6,-10,27*
COc1cccc(CNc2ccc(S(=O)(=O)N3CCCC3)cn2)c1,-19,8,1.2,-16,2.6,0.7,-3,nt,-20
CNC(=O)C(=O)NCC1OCCCN1S(=O)(=O)c1ccc(F)cc1C (stereo unspecified),0,-4,-0.4,-11,0.0,-0.4,-6,-4,-1
O=C(CSc1nnc(-c2cccnc2)s1)Nc1ccccc1,16,-14,1.8,10,0.3,1.5,-9,6,1
O=C(NCCc1ccccc1)c1cnc2ccccn2c1=O,-6,2,4.6,-22,0.7,0.2,-1,-9,-2
CCCCn1c(=S)[nH]c2ccccc2c1=O,-11,34,-0.1,-20,3.3,-3.9,-4,-9,-21
O=C(O)c1cccc2c1-c1ccccc1/C2=N\Nc1ccccc1,-8,8,-0.5,9,0.5,0.3,0,-7,-17
CCS(=O)(=O)Nc1ccc(C2=NN(C(=O)c3ccco3)C(c3cccs3)C2)cc1 (stereo unspecified),-6,13,1.2,-44,1.0,-1.3,-8,-1,-8
CC(C)(C)NC(=O)c1ccc(COc2ccccc2Br)o1,-6,2,2.5,10,0.1,-1.0,-7,-7,-10
O=S(=O)(c1ccc(F)cc1)N1CCCC1,4,17,0.6,11,0.8,0.8,3,-3,1
CCCN1CCC(NC(=O)CC2C(=O)NCCN2Cc2cccc(OC)c2)CC1 (stereo unspecified),1,4,-0.4,-11,1.8,0.0,4,1,2
CCOC(=O)c1ccc(-n2cncn2)nc1,0,13,0.6,-10,0.3,-0.6,-2,-19,0
Cc1nc2c(C)cccn2c1/C(O)=C1\C(=O)C(=O)N(CCN(C)C)C1c1ccccc1 (stereo unspecified),-6,-20,3.6,-17,5.1,1.3,-9,-1,1
Cn1nc(C(=O)NNC(=O)COc2ccccc2)c2ccccc2c1=O,-9,22,0.0,2,0.3,-1.1,2,-8,-9
COc1cc(C)ccc1OCC(=O)OCC(=O)NCC1CCCCC1,-2,-10,-0.2,-2,-0.2,-0.8,-4,nt,-4
COC(=O)c1c(C)oc(C)c1S(=O)(=O)N1CCCCC1,-13,-22,-0.5,5,-0.1,0.0,3,-15,10
Cc1ccc(NC(=O)NCC(c2ccccc2)N(C)C)cc1 (stereo unspecified),-20,1,1.2,-4,0.0,0.3,-12,-5,-7
O=C1CSc2ccc(C(=O)NCCC3=CCCCC3)cc2N1,-7,13,13,-5,5.0,2.6,-3,-6,-19
O=C(N/N=C1/CC2C=CCC12)c1cccs1 (stereo unspecified),nt,3,nt,-20,0.5,nt,nt,-6,1
CC1CCN(CCOc2cccc(Br)c2)CC1,-9,24,0.2,-30,1.7,-1.1,-11,12,-6
C[C@H](O)[C@@H]1CN2CCc3c([nH]c4ccccc34)[C@@H]2C[C@@H]1N(C)C(=O)c1ccco1,nt,8,nt,11,0.8,nt,nt,nt,6
Cc1cc(C(=O)Nc2ccc3c(c2)OCCO3)co1,-6,16,-0.2,-5,0.0,-1.1,0,-14,-9
Cc1csc(NC(=O)c2cccs2)n1,-10,12,1.4,-4,0.8,2.3,2,-1,-1

# Record cards (already shown).
# CS(=O)(=O)c1ccc(-c2nnn(CC(N)=O)n2)cc1 reads CHO parental Ca: -1; M1 PAM parental: 5; V1R ag counter: 0.0; TAAR1 antag: -5; M1 ag parental: 0.8; OXTR ag: 0.2; OXTR potentiator: -1; GPR7 antagonist: -3; CHO-K1 Ca antag: -15
# CN(CC(=O)Nc1ccc(F)cc1)C(=O)COC(=O)CCN1C(=O)C2CC=CCC2C1=O (stereo unspecified) reads CHO parental Ca: -1; M1 PAM parental: -6; V1R ag counter: -0.7; TAAR1 antag: -11; M1 ag parental: 0.3; OXTR ag: -0.4; OXTR potentiator: 0; GPR7 antagonist: -20; CHO-K1 Ca antag: 7

# Later entries
SMILES,CHO parental Ca,M1 PAM parental,V1R ag counter,TAAR1 antag,M1 ag parental,OXTR ag,OXTR potentiator,GPR7 antagonist,CHO-K1 Ca antag
CCC(C)(C(=O)NC1CCCC1)N(Cc1ccco1)C(=O)c1ccc2c(c1)OCO2 (stereo unspecified),-11,-6,-0.1,-4,-0.1,-0.6,-4,31*,20
COc1ccc(-c2ccc(C(=O)Nc3cccc(F)c3)c3occc23)c(C)c1,nt,5,nt,6,1.2,nt,nt,nt,1
O=C(C1CC(=O)N(c2ccccc2)C1)N1CCC(c2nc3ccccc3[nH]2)CC1 (stereo unspecified),-14,-26,0.7,-18,-0.1,0.0,-3,nt,2
COc1cc(C2C3C(=O)N(Cc4ccccc4)C(=O)C3ON2c2ccccc2)cc(OC)c1OC (stereo unspecified),nt,10,nt,-8,0.1,nt,nt,-7,-6
CCc1ccc(NS(=O)(=O)c2cc3c4c(c2)CCN4C(=O)CC3)cc1,-22,7,0.1,-12,1.5,3.5,-12,nt,5
